Compound activity (PubChem)
EPAC2 ag: qHTS for Agonist of cAMP-regulated guanine nucleotide exchange factor 4 (EPAC2): primary screen; EPAC2 activation, biochemical qHTS; response scale: 100% = 6.5 mM cAMP response; AID 720711, 2013; 360,000 compounds, 0.079% hits; Potency, µM (series often up to 154 µM), for inactives: at the highest dose activation, usual class: activators; further: potency means the concentration at half of the fitted maximal effect; nearly all actives have a fitted effect of over 50% in size
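In this primary screen, activation is scored as increased exchange of BODIPY-GDP from Rap1B by 100 nM EPAC2, with 50 uM GDP as competitor. Signal is normalized to the 6.5 mM cAMP agonist control.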
DRD3 agonist: qHTS of D3 Dopamine Receptor Agonist: qHTS | AID 652048, 2013 | D3R DiscoveRx beta-arrestin cells, luminescence, 90 min | D(3) dopamine receptor (Homo sapiens), P35462 | max activation, % | 410,000 compounds, 0.58% hits; in the data active means max activation above about 30%; further: 0% is about no effect; mostly tested at two doses, the higher about 12 µM
Target sequence (P35462 whole entry, looked up): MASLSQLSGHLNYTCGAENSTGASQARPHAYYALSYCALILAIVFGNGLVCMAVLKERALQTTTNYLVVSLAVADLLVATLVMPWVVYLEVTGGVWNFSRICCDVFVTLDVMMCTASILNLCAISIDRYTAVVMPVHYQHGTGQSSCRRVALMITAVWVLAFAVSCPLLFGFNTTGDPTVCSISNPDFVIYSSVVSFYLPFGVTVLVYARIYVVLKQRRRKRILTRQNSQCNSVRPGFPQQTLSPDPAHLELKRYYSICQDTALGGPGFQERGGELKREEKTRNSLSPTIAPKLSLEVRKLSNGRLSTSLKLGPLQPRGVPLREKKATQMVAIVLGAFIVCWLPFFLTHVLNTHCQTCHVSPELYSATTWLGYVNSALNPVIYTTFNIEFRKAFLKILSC
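Agonist-mode cell screen: cells plated at 1500/well and incubated overnight at 37 °C, then exposed to library compounds for 90 min at 37 °C. Detection reagent was added for 30–60 min at room temperature, and luminescence was read.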
TDP-43 yeast inh: qHTS of TDP-43 Inhibitors | 410,000 compounds, 1.8% hits | Potency, µM (titrated, usually from 46.1 µM), for the others: at the top dose growth rescue (activation), most hits filed as activators | TDP-43 expressing yeast growth rescue, BacTiter-Glo, 24 h; further: potency means the concentration at half of the fitted maximal effect; % of control where 0% means no effect; nearly all actives have a fitted effect of over 50% in size
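Growth rescue of TDP-43-toxic yeast measured as ATP luminescence (BacTiter-Glo). Cells grown to mid-log in raffinose, induced in galactose at OD600=0.02, exposed to compound 24 hr at 30 deg C.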
D3 antag: qHTS of D3 Dopamine Receptor Antagonist: qHTS. D(3) dopamine receptor (Homo sapiens), P35462. D3R cells, DiscoveRx beta-arrestin luminescence, antagonist mode; stronger effect = lower value. max response, negative = inhibition, %. 360,000 compounds, 2.5% hits; in the data active means max response below about -50%; inconclusive means no clear call, values can overlap the other calls; further: on the % scale 0 is the no-effect control and ±100 the full control effect; mostly tested at two doses, the higher about 12 µM
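Cells plated overnight at 1500 cells/well, then exposed to library compounds with dopamine controls for 90 minutes at 37 degrees C. DiscoveRx reagent added for 30–60 minutes at room temperature; luminescence read, quantitative HTS format.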
EPAC2 antagonist: qHTS for Antagonist of cAMP-regulated guanine nucleotide exchange factor 2 (EPAC2): primary screen; EPAC2 GEF exchange of Rap1B-BODIPY-GDP, fluorescence; 360,000 compounds, 0.18% hits; AID 720708, 2013; Rap guanine nucleotide exchange factor 4 (Homo sapiens), Q8WZA2; Potency, µM (series often up to 114 µM), without a hit: at the highest dose activity, negative = inhibition, actives largely listed as inhibitors; further: potency means the concentration at half of the fitted maximal effect; on the % scale 0 is the no-effect control and ±100 the full control effect; nearly all actives have a fitted effect of over 45% in size; many of its hits are not listed in these tables
Abeta rescue: qHTS for compounds that reverse cellular toxicity of Amyloid beta (A-beta) peptide in yeast: Primary Screen; Potency, µM (titrated, usually from 46.1 µM), for inactives: at the highest dose growth rescue, actives largely listed as activators; AID 1347071, 2019; 410,000 compounds, 0.063% hits; yeast expressing A-beta42, growth rescue, OD600, 48 h; response scale: 0% DMSO, 100% iron-clioquinol control; further: potency means the concentration at half of the fitted maximal effect; nearly all actives have a fitted effect of over 55% in size
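Growth rescue measured by 600 nm absorbance after 48 h yeast culture at 30 C with compound. Values normalized between DMSO and an equimolar ferric chloride plus clioquinol control.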
FUS yeast rescue: qHTS for Suppressors of FUS Proteinopathy: Primary screen using FUS-linked yeast assay; S. cerevisiae FUS-expressing, growth rescue, OD600, 24 h; Potency, µM (series often up to 76.6 µM), for inactives: at the highest dose growth rescue (activation), hits mostly activators; 390,000 compounds, 0.24% hits; AID 1347120, 2019;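 further: potency means the concentration at half of the fitted maximal effect; plate controls were DMSO vehicle for no effect and reference control for full effect; nearly all actives have a fitted effect of over 55% in size; some results filed as inactive show a strong effect at the top dose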
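S. cerevisiae expressing FUS from galactose induction served as the toxicity model. Growth after 24hr at 30C, read as absorbance at 600 nm, indicates suppression of toxicity; compounds dosed at several concentrations.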
aSyn yeast inh: qHTS of alpha-syn Inhibitors; AID 652106, 2013; Potency, µM (titrated, usually from 46.1 µM), without a hit: at the highest dose growth rescue (activation), usual class: activators; 370,000 compounds, 0.14% hits; Yeast expressing alpha-synuclein, growth rescue, BacTiter-Glo, 24 h; further: potency means the concentration at half of the fitted maximal effect; % of control where 0% means no effect; nearly all actives have a fitted effect of over 65% in size
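Rescue of yeast growth: cells expressing toxic alpha-synuclein, induced in galactose at OD600 0.02, incubated with compound 24 h at 30 C. ATP luminescence quantified growth; inhibitors of toxicity appear as activators.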
* marks the source's active call; other numbers are inactive results; ? = inconclusive; nt = no result given; [ ] = dose if it differs, or a comment. Unless noted, the call rests on the fitted dose curve; in most records, active means well fitted curve in the direction sought with a large enough effect; inconclusive means small, poorly fitted or top-dose-only effect, or another doubt; inactive means no such curve, though single readings can be large; an effect the other way counts as inactive or inconclusive. This is a subset; count on the stated rates, not on these rows.

SMILES	EPAC2 ag	DRD3 agonist	TDP-43 yeast inh	D3 antag	EPAC2 antagonist	Abeta rescue	FUS yeast rescue	aSyn yeast inh
O=C(Nc1nncs1)C12CC3CC(CC(C3)C1)C2	0%	-5	12%	-3	1%	3%	-1%	3%
O=C(CC1SC(N2CCOCC2)=NC1=O)Nc1cc([N+](=O)[O-])ccc1Cl (stereo not given)	10%	-3	9%	-27	-4%	20%	5%	0%
CCOC(=O)C1=CC[C@@H](c2ccc(OC)cc2)N(S(=O)(=O)c2ccc(C)cc2)[C@H]1CC	8%	-5	-3%	-12	-10%	-3%	26%	4%
CC1(C(=O)O)CCN1C(=O)COc1ccc(Cl)cc1 (stereo not given)	9%	1	5%	14	2%	-2%	-7%	1%
Cc1ccc(-n2c(N)c(C(N)=O)sc2=S)cc1	-1%	7	27%	1	7%	5%	nt	-38%[inhibitor]
CCOc1ccc(NC(=O)CCN2CCN(c3ccccc3)CC2)cc1	2%	26	11%	-52*	2%	10%	11%	2%
Cc1cc(OC(=O)C(C)(C)C)c([N+](=O)[O-])c(=O)[nH]1	10%	-4	-10%	2	10%	6%	-13%	1%
C/C=C(\C)C(=O)Nc1cccc(C2=NOC3(C2)C[C@H](C(N)=O)N(C(=O)C(c2ccccc2)c2ccccc2)C3)c1 (stereo not given in full)	5%	6	1%	-4	-14%	-3%	?	1%
COc1cc(/C=C/C(=O)OCC(=O)Nc2nnc(-c3ccccc3)o2)cc(OC)c1OC	-2%	0	?	-11	-13%	1%	9%	-2%
C=CCNC(=O)c1cnc(-c2ccccc2)nc1-c1ccccc1	-4%	2	?	15	-2%	10%	10%	5%
O=C(Oc1ccc2[nH]cc(CCN3C(=O)c4ccccc4C3=O)c2c1)c1ccco1	20%	-6	1%	-17	-7%	6%	10%	0%
COC(=O)Nc1c(-c2ccccc2)nc2ccc(C)cn12	-5%	2	-10%	0	0%	22%	6%	0%
COC(=O)C(C)n1cnc2c(nnn2-c2cccc(Cl)c2)c1=O (stereo not given)	1%	-8	16%	20	-12%	-13%	-16%	2%
COc1ccccc1C(=O)NCC(=O)OCc1csc(-c2ccccc2)n1	24%	-6	0%	?	-5%	-24%	?	2%
COc1ccc(-c2nc(C)c(C(C)=O)n2O)cc1	13%	7	3%	-13	3%	-16%	2%	-21%
Cc1nc(NC(=O)c2ccccc2)sc1-c1cc(C(=O)N2CCOCC2)nn1CCO	0%	-5	14%	5	1%	1%	1%	-5%
CCOC(=O)CSc1n[nH]c(NC(=O)NC(C)C)n1	6%	1	21%	12	1%	1%	-27%	9%
O=C1CS/C(=C\[N+](=O)[O-])N1c1ccc(OC(F)(F)F)cc1	7%	-1	15%	-16	-3%	-2%	23%	0%
Cc1cccn2c(=O)cc(COc3cccc(NC(=O)COc4ccc(F)cc4)c3)nc12	nt	6	30%	nt	nt	10%	-5%	nt
Cc1ccc(S(=O)(=O)CC2CSc3nc4ccccc4n32)cc1 (stereo not given)	2%	6	18%	31	-3%	-3%	nt	-5%
CC(=O)N1CCCc2ccc(NC(=O)c3ccc(OC(C)C)cc3)cc21	nt	3	21%	nt	nt	2%	4%	nt
CCOC(=O)/C=C(\C)Sc1cc(=O)oc2ccccc12	0%	0	14µM*	-25	1%	-25%	10%	-8%
O=C(NCCC1CCCCN1S(=O)(=O)c1ccccc1)C(=O)Nc1ccc(F)cc1 (stereo not given)	4%	-5	18%	-17	-2%	3%	6%	1%
COc1ccc(C2CC(=O)C=C(O)C2)cc1 (stereo not given)	-9%	-2	6%	8	-2%	19%	-5%	3%
CN(C)CCNC(=O)c1cccc(S(=O)(=O)Nc2ccccc2F)c1	6%	1	1%	-5	15%	14%	-26%	-1%
O=[N+]([O-])c1cccc2ccc(/C=C/c3ccc(C(F)(F)F)cc3)nc12	13%	3	20%	-11	-3%	30%	-11%	-15%
Nc1cccc(-c2cc3ccccc3oc2=O)c1	-3%	-1	3%[9.22 µM]	-1	-18%	0%	43%	1%
COc1cc(Cl)c(NC(=O)CCS(=O)(=O)c2cc3c(cc2Cl)NC(=O)CO3)c(OC)c1	nt	1	19%	nt	nt	-8%	-14%	nt
COc1cccc(CCc2nnc(N)s2)c1	7%	2	7%	6	4%	-14%	-15%	0%
CC(N=Cc1ccccc1O)c1ccccc1 (stereo not given)	2%	-6	-11%	-11	-2%	-7%	6%	0%
CCOc1cc(/C=N/NC(=O)C(N)=O)cc(Br)c1O	1%	-4	5%	3	3%	4%	-7%	1%
CCCN(CC(=O)Nc1ccccc1C)C(=O)Cc1c(C)nc2ccccc2c1C	3%	8	14%	8	-3%	0%	15%	-5%
O=C(CCNC(=O)c1ccccc1Cl)NCCCSc1ccccc1	4%	2	8%	9	-8%	1%	18%	-1%
O=C(O)CCNC(=O)/C(=C\C=C\c1ccccc1)NC(=O)c1ccccc1	5%	2	-10%	13	2%	3%	7%	2%
COc1ccc(N2C(=O)C3C4C=CC(C4)C3C2=O)c(OC)c1 (stereo not given)	-5%	3	-9%	9	13%	4%	5%	2%
CCOC(=O)C1=Nc2ccccc2C1=[N+]=[N-]	5%	-3	-74%[inhibitor]	0	1%	-72%[inhibitor]	nt	-36%[inhibitor]
O=C1C2CCCN2C(=O)N1CCCCN1CCN(CCO)CC1 (stereo not given)	0%	1	15%	-2	6%	-5%	nt	0%
COc1ccc(C(=O)COC(=O)C(CCCCN2C(=O)C3C4C=CC(C4)C3C2=O)N2C(=O)C3C4C=CC(C4)C3C2=O)cc1 (stereo not given)	5%	2	-16%	8	6%	1%	34%	16%
Cc1c(Cc2ccccc2)c(=O)oc2cc(OCC(=O)N[C@@H](Cc3ccccc3)C(=O)O)ccc12	5%	4	0%	0	-17%	6%	28%	1%
Nc1nnnn1/N=C/c1cc(Cl)cc(Cl)c1OCc1ccc(Cl)cc1Cl	6%	3	-6%	17	-4%	-2%	nt	5%
CCN(CC)C(=O)CC(c1ccc2c(c1)OCO2)c1c(OC)cc(OC)c2c(-c3ccccc3)cc(=O)oc12 (stereo not given)	4%	8	21%	1	-10%	2%	?	-8%
COc1ccccc1NC(=O)c1cc(Cl)ccc1NC(=O)c1ccco1	-10%	4	-24%	9	4%	3%	-3%	0%
O=C(Nc1ccc(Br)cc1Br)c1cccc2c1C(=O)N(C1CCCCC1)C2	2%	1	4%	15	-5%	7%	-6%	2%
O=C(NCCO)C1CCN(C(=O)c2ccc(-c3ccccc3)cc2)CC1	10%	0	-17%	-25	-8%	-8%	9%	-3%
CCC(=O)OCC(=O)Nc1cc([N+](=O)[O-])ccc1OC	2%	3	-2%	19	1%	-7%	-7%	1%
CSc1nc2nc3c(cc2c(=O)n1-c1ccccc1C)COC(C)(C)C3	5%	1	-1%	1	6%	-23%	11%	0%
Cn1c(=O)c2c(-c3ccccc3)n(C3CCCCC3)cc2n(C)c1=O	-3%	5	-10%	7	-1%	-3%	-1%	3%
CCC(=O)c1cn(CC(=O)Nc2cccc(C)c2)c2ccccc12	14%	-5	-8%	-10	14%	-9%	-7%	-1%
CN1C(=S)N(c2cccnc2)C(=O)/C1=C\c1ccc(C(C)(C)C)cc1	4%	2	16µM*	-12	-12%	-5%	23%	?
CCOc1cc(-c2noc(N)c2C#N)cc(OCC)c1OCC	-11%	1	?	9	-2%	0%	11%	-1%
CCN1CCN(CCCNC(=O)Cn2nc(C)n3c(cc4cc(C)ccc43)c2=O)CC1	nt	-15	5%	nt	nt	-17%	21%	nt
Cc1cc(N2CCC(C(=O)NCCC(C)C)CC2)n2nc(C)c(-c3ccc(Cl)cc3)c2n1	nt	7	13%	nt	nt	-8%	-36%	nt
Cc1ccccc1OCCC(=O)OCC(=O)Nc1cc(S(=O)(=O)N2CCOCC2)ccc1Cl	6%	-1	0%	19	2%	-2%	30%	8%
CCOc1ccc(S(=O)(=O)N2CCN(C(=O)c3cc4c(s3)CCCC4)CC2)cc1	-4%	-2	-27%	5	-19%	-32%[inhibitor]	nt	6%
Clc1ccc2c(c1)C(C1=NCCN1)c1ccccc1CS2 (stereo not given)	0%	1	13%	6	3%	-4%	nt	11%
O=C(Cn1ccc2cc(S(=O)(=O)N3CCCCCC3)ccc21)NCCc1ccc(Cl)cc1	nt	-14	17%	nt	nt	1%	-3%	nt
Cc1ccc(S(=O)(=O)NC(C)(C)CN2CCc3ccccc3C2)cc1	21%	-19	13%	?	-24%	2%	-18%	-6%
Cc1cc(NC(=O)CSc2nnc(-c3ccc(Cl)s3)o2)no1	-8%	5	-6%	-1	-1%	13%	?	-13%
COc1ccc(NS(=O)(=O)c2cccc(C(=O)NCC(c3cccs3)N3CCOCC3)c2)cc1 (stereo not given)	2%	2	2%	-4	-6%	19%	12%	10%
Cc1ccc(C)c(NC(=O)Cc2coc3cc(C)cc(C)c23)c1	nt	3	5%	nt	nt	2%	16%	nt
CCOc1ccc2c(c1)nc(C)n2C	9%	-19	-22%[1.82 µM]	6	6%	0%	10%	-9%
COc1ccccc1OCCn1cc(/C=C(\C#N)C(=O)NCc2ccco2)c2ccccc21	15%	-2	11%	-1	-11%	4%	nt	5%

An excerpt of the results above:
SMILES	EPAC2 ag	DRD3 agonist	TDP-43 yeast inh	D3 antag	EPAC2 antagonist	Abeta rescue	FUS yeast rescue	aSyn yeast inh
COc1ccccc1NC(=O)c1cc(Cl)ccc1NC(=O)c1ccco1	-10%	4	-24%	9	4%	3%	-3%	0%
O=C(Nc1ccc(Br)cc1Br)c1cccc2c1C(=O)N(C1CCCCC1)C2	2%	1	4%	15	-5%	7%	-6%	2%
O=C(NCCO)C1CCN(C(=O)c2ccc(-c3ccccc3)cc2)CC1	10%	0	-17%	-25	-8%	-8%	9%	-3%
CCC(=O)OCC(=O)Nc1cc([N+](=O)[O-])ccc1OC	2%	3	-2%	19	1%	-7%	-7%	1%
